# Screening results as filed in PubChem BioAssay.
# MT1-MMP txn act – MT1-MMP promoter transcription activation; hit rate 0.16% among 86,000; activation factor at 10 µM; AID 750; HT1080 MT1-MMP promoter luciferase reporter, luminescence, overnight; stronger effect = higher value;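 active means activation factor of at least 2 for MT1-MMP transcription at 10 µM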
# Smad3 inh – Smad3 (human) transcription factor binding inhibition | P84022 | TR-FRET Smad3/Dy647-FoxH1 peptide binding, europium anti-His | inhibition, % at 25 µM | hit rate 0.29% among 88,000;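 active means compounds that reduce the energy-transfer binding signal between the protein and its labelled peptide by more than half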;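 further: 0% = Smad3 plus labelled peptide maximal FRET and 100% = peptide-only background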
# Target sequence (P84022 whole entry, looked up): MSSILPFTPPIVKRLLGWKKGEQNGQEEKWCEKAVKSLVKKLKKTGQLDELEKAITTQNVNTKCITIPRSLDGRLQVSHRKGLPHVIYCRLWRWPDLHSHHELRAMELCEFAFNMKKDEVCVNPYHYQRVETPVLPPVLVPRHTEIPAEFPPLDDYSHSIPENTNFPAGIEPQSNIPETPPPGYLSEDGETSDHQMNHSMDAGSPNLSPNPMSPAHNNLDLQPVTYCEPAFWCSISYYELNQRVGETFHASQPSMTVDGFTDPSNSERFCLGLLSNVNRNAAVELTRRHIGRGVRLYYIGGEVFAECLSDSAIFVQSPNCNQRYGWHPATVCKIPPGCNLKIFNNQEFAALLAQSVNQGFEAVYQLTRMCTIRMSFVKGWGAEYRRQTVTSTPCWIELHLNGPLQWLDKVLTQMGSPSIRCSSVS
# LYP inh 2 – inhibitors of human LYP (PTPN22) phosphatase | Q9Y2R2 | recombinant LYP catalytic domain, DiFMUP fluorescence | hit rate 0.21% among 96,000 | inhibition, % at 2 µM | AID 640;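 active means inhibition at 2 µM at or above a set limit, the screen mean plus 3 SD, cut at about 24% in these data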;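 further: 0% = DMSO with enzyme and 100% = enzyme fully blocked by orthovanadate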
# DAT uptake mod – human DAT dopamine uptake with cocaine, either direction; Q01959; LLC-PK1 hDAT cells, [14C]-dopamine uptake with cocaine IC80; actives deviate in either direction; B-score at 10 µM; hit rate 1.3% among 110,000; AID 449768;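 active means Z score or B-score, a plate-position-corrected score, falls beyond the plate's 99.7% confidence bounds, in either direction; inactive means both scores lie inside the 99.7% bounds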;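 further: scored against the spread of the other compound wells on the same plate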
# Target sequence (Q01959 whole entry, looked up): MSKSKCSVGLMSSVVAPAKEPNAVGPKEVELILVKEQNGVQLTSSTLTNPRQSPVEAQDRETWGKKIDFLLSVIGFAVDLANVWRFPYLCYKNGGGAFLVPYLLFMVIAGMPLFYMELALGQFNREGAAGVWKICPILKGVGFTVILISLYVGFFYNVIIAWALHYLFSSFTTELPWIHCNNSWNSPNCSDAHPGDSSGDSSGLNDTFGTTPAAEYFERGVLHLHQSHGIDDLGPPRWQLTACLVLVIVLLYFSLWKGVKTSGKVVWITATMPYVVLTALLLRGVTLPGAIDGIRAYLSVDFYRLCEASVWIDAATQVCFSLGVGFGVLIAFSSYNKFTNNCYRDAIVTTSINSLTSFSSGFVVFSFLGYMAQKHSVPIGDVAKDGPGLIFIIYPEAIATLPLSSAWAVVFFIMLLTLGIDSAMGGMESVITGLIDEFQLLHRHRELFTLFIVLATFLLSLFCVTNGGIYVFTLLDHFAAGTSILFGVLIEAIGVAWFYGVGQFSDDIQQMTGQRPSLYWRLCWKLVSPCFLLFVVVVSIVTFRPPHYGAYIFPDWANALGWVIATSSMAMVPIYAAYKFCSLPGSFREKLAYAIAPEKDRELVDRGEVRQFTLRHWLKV
# Calb biofilm kill – kills Candida albicans biofilms. hit rate 0.14% among 85,000. inhibition, % at 6 µM. C. albicans biofilm + clotrimazole, Alamar Blue;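 active means inhibition above 20%; inactive means inhibition below 20%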;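 further: preformed 24 hr biofilms exposed to compound for 48 hr; 0% = biofilm without compound and 100% = blank killed by clotrimazole plus chlorhexidine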
# HUVEC tox IL1B – toxic to HUVEC cells under IL-1B stimulation; HUVEC cell count loss, Hoechst imaging, IL-1B stimulated; cell count reduction, % at 2 µM; hit rate 0.41% among 94,000; AID 845;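 active means cell count reduction more than 3 SD above the screen-wide mean, cut at about 70% in these data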;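 further: normalized per plate to untreated control cells as the no-loss baseline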
# HUVEC tox TNFa – toxic to HUVEC cells under TNF alpha stimulation. cell count reduction, % at 2 µM. HUVEC TNFalpha-stimulated, Hoechst cell count, imaging. hit rate 0.17% among 93,000;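 active means cell count reduction exceeding the screen mean by over 5 SD, scaled to untreated wells per plate, cut at about 78% in these data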;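 further: cells counted after 24 h of TNF alpha exposure following the 1 h pretreatment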
# VCAM1 TNFa inh – reduces TNF alpha induced VCAM1 expression in HUVEC | AID 802 | HUVEC TNFa-induced VCAM-1 immunofluorescence, high-content imaging | hit rate 0.48% among 95,000 | inhibition, % at 2 µM;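 active means inhibition above the batch mean plus 3 SD, with images confirmed as a hit by eye, cut at about 37% in these data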;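 further: 0% = TNF-stimulated DMSO wells and 100% = unstimulated control wells; not every result past the cut was called active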
# cytoskel mod – alters cytoskeleton assembly in HUVEC cells. HUVEC TNFa F-actin phalloidin imaging, high content. inhibition, % at 2 µM. hit rate 0.18% among 91,000;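 active means inhibition above the batch mean plus 3 SD and confirmed as a hit by visual image inspection, cut at about 30% in these data, passing the limit was not always enough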; further: strong numbers were not always called active
# * = called active by the depositor; . = no result given; [ ] = remark or other dose. Not all compounds are listed. The share of hits here may be higher or lower than overall.
# A first look, 2 compounds:
SMILES,MT1-MMP txn act,Smad3 inh,LYP inh 2,DAT uptake mod,Calb biofilm kill,HUVEC tox IL1B,HUVEC tox TNFa,VCAM1 TNFa inh,cytoskel mod
CC(C)CC(=O)NC1(C(F)(F)F)C(=O)Nc2c1c(=O)[nH]c(=O)n2Cc1ccco1 (stereo unspecified),1.1,2,-3,0.84,10,-45,-36,4,14
CC(CNC(=O)c1cncc(O)c1)NC(=O)c1cncc(O)c1 (stereo unspecified),1,17,-6,0.0054,10,-11,33,23,0

# All compounds of this part, previewed entries included:
SMILES,MT1-MMP txn act,Smad3 inh,LYP inh 2,DAT uptake mod,Calb biofilm kill,HUVEC tox IL1B,HUVEC tox TNFa,VCAM1 TNFa inh,cytoskel mod
CC(C)CC(=O)NC1(C(F)(F)F)C(=O)Nc2c1c(=O)[nH]c(=O)n2Cc1ccco1 (stereo unspecified),1.1,2,-3,0.84,10,-45,-36,4,14
CC(CNC(=O)c1cncc(O)c1)NC(=O)c1cncc(O)c1 (stereo unspecified),1,17,-6,0.0054,10,-11,33,23,0
O=C(NC12CC3CC(CC(C3)C1)C2)N1CCN(S(=O)(=O)c2ccc(Cl)cc2)CC1,1.1,1,5,-0.7,5,-13,-30,-18,13
COc1ccc(OC)c(C(=O)COC(=O)c2cc(C)oc2C)c1,1.1,15[fluorescence artefact?],11,1.4,3,-9,8,0,-13
Cc1nc2n(n1)CC(O)CS2 (stereo unspecified),1,-3,2,-1.9,4,-15,-17,-8,30
CCOc1cc2c(C#N)c(N3CCCCC3)nc(N)c2c(N)n1,1.6,-12,1,-1.5,5,9,2,-2,.
COC(=O)c1c(C)c2c(C)cc3ccccn3c-2c1C(=O)OC,.,.,-4,0.38,.,14,5,2,-9
Cn1cccc1C(=O)OCC(=O)Nc1cc(C(C)(C)C)nn1-c1ccccc1,1.2,11[fluorescence artefact?],-11,0.93,-2,-35,-6,-7,72*
CC(=O)CC(=O)NC(=NC1CCCCC1)Nc1nc(C)cc(C)n1,1,-5,-1,1,6,-17,4,17,-31
CCOC(=O)NC(NC(=O)OCC)C(=O)c1ccccc1,.,.,6,1.3,.,1,-1,-26,-8
CCC(=O)N1CCNC(=O)C1CC(=O)Nc1ccc(C)c(Cl)c1 (stereo unspecified),1.1,-7,-3,-0.037,-1,11,-10,-20,1
CCCCCn1c(SCCCC)nc2c1c(=O)[nH]c(=O)n2C,1.1,6,-4,-0.67,7,21,-5,3,8
O=C(Cn1ncc2c(=O)oc3ccccc3c21)N1CCCN(Cc2ccccc2F)C1,1.1,12,.,-0.51,-2,.,.,.,.
COc1cc2c(cc1OC)CN(C(=O)CC1CC3CCC1C3)CC2 (stereo unspecified),.,.,4,-0.62,.,-28,-18,-12,17
C/C(CC(=O)Nc1ccccn1)=N\NC(=O)C(=O)Nc1ccccc1C,.,.,1,3.2*,.,-36,-17,7,7
COc1ccc(CNC(=O)c2ccc(S(=O)(=O)N3CCCC3)cc2)cc1OC,1.1,16,13,0.25,5,8,-1,16,-5
Cc1c(-c2ccc(F)cc2)nc(N)c(C#N)c1-c1ccco1,1.1,3,-2,-0.52,7,5,-13,7,-11
CCN1CCN(c2ncnc3c2cnn3-c2ccccc2)CC1,1.4,4,5,-0.11,8,-1,4,10,-7
COc1cccc(C(=O)Nc2cc(=O)n(C)c(=O)n2C)c1OC,1.1,-2,-7,-0.12,11,-9,1,-11,-6
N#CC1=C(N)Oc2n[nH]c(-c3cccs3)c2C1C1CCCCC1 (stereo unspecified),1,17,0,-0.22,6,-7,-57,18,.
CN(C)C(=O)c1c2c(nc3ccccc13)-c1ccccc1CC2,.,.,-3,1.4,.,-54,-2,3,2
Cc1ccc2nc(NC(=O)CSc3ncnc4c3oc3ccccc34)sc2c1,.,2,-11,.,1,5,-4,2,-3
CC(C)C(=O)N=c1sc2cc(F)cc(F)c2n1C,1.1,-1,.,-0.054,2,.,.,.,.
Clc1ccc(Nc2ncnc3ccc(Br)cc23)cc1,.,.,-5,0.21,.,-57,-45,-14,2
CCN(CC)S(=O)(=O)c1ccc(OC(C)C)nc1,1.3,-7,3,-0.41,10,-72,-16,10,1
# (continued)
SMILES,MT1-MMP txn act,Smad3 inh,LYP inh 2,DAT uptake mod,Calb biofilm kill,HUVEC tox IL1B,HUVEC tox TNFa,VCAM1 TNFa inh,cytoskel mod
N/C(=N\OC(=O)c1ccco1)c1cccc(Br)c1,1.6,18[fluorescence artefact?],-7,-0.71,5,14,2,17,-18
COc1ccc2[nH]cc(C(=O)CN3CCN(C(=O)c4ccco4)CC3)c2c1,1.3,-5,-6,1.1,2,25,-6,8,7
CC1(C)C2CCC1(C)C(OC(=O)CC(=O)O)C2 (stereo unspecified),1.2,6,7,-0.65,6,32,-3,1,-1
Cc1cc(NC(=O)c2ccc3nc(-c4ccccc4)c(-c4ccccc4)nc3c2)no1,1.1,4[fluorescence artefact?],2,-0.59,6,-26,-5,4,0
Cc1cccc(C)c1NS(=O)(=O)c1ccc(F)cc1,1,-2,11,-0.37,0,-20,-16,0,20
COc1ccccc1-n1cnc2cc(NCc3ccco3)ccc21,0.7,0,2,-1.7,1,-11,19,40*,-29
O=C(CSc1nnnn1C1CCCCC1)NCc1ccco1,1,5,3,0.7,3,-8,.,.,-8
C=CCN(C(=O)Nc1ccc(Cl)cc1)C1CC(=O)N(c2ccc(OC)cc2)C1=O (stereo unspecified),1.2,1,-3,.,6,12,7,12,32
CCCCN1C(=O)C2ON(c3ccccc3C)C(c3ccco3)C2C1=O (stereo unspecified),1,-12,-2,-0.15,7,16,-8,14,-16
Cc1ccc(N(Cc2ccc([N+](=O)[O-])cc2)C(=O)c2ccco2)cc1,.,.,-4,-0.58,.,-17,-3,2,-16
CCOC(=O)C1=C(C)Nc2ncnn2C1c1cc(OC)ccc1OC (stereo unspecified),1.2,2,-8,0.79,6,13,-4,-3,12
Cc1ccc(Cl)cc1Nc1nc(-c2sc(NC(=O)c3ccccc3)nc2C)cs1,.,.,21,0.22,.,21,2,-10,-8
O=S(=O)(c1ccc(Cl)cc1)N1CCCC1c1nc(-c2cccc(Cl)c2)no1 (stereo unspecified),.,.,0,-1.4,.,-30,2,0,0
O=C(Nc1sc2c(c1-c1nc3ccccc3[nH]1)CCCC2)C1CC1,1,-15,9,0.58,-3,2,15,0,-20
COC(=O)COc1ccc(S(=O)(=O)NCc2ccco2)cc1Cl,1,-15,0,-0.61,-4,9,0,-11,-23
N#Cc1c(N)sc2c1CCCCCC2,1.1,-3,.,-0.097,-2,.,.,.,.
COc1cc(C2CC(=O)C=C(O)C2)cc(OC)c1OC (stereo unspecified),1.1,17,-3,-0.42,2,-25,-20,-17,0
Cc1nnc(Sc2nc3ccccc3o2)c2ccccc12,1.7,1,7,0.66,7,-46,7,-1,-16
Cc1sc(NC(=O)C2C3CCC(O3)C2C(=O)O)c(C(=O)OC(C)C)c1-c1ccc(Cl)cc1 (stereo unspecified),.,.,9,0.79,.,-18,-15,4,1
Cc1c(C(=O)NCc2ccc3c(c2)OCO3)oc2ccc(S(=O)(=O)N3CCCCCC3)cc12,1,-3,.,2,4,.,.,.,.
O=C(NC1CCS(=O)(=O)C1)C1CCCCN1S(=O)(=O)c1ccc(Cl)cc1 (stereo unspecified),1.1,6,6,0.016,.,-50,-52,-3,.
CN(C)c1ccc(-c2nn3c(-c4ccc(Cl)cc4)nnc3s2)cc1,1.1,-6,.,0.91,6,.,.,.,.
O=C(OCC(O)CN1CCCCC1)C12CC3CC(CC(C3)C1)C2 (stereo unspecified),1.2,-1,7,-0.24,6,16,-21,-2,-4
Cc1ccc(NCCC(=O)c2ccc(Cl)cc2)cc1C,.,.,-3,0.17,.,-8,-2,8,8
CCOc1ccc(CSC(=N)N)cc1[N+](=O)[O-],1.3,14,-5,.,1,-2,4,7,-4
# Next records follow:
SMILES,MT1-MMP txn act,Smad3 inh,LYP inh 2,DAT uptake mod,Calb biofilm kill,HUVEC tox IL1B,HUVEC tox TNFa,VCAM1 TNFa inh,cytoskel mod
COc1cc(Cl)c(C)cc1NC(=O)CNC(=O)Cn1cnc2ccccc2c1=O,.,.,-5,0.38,.,-12,-2,4,-28
COc1cccc(-c2csc3nnc(SCC(=O)c4ccc(NC(C)=O)cc4)n23)c1,1.1,-29[fluorescence artefact?],7,-1.1,3,11,-31,8,14
Cc1cccc(N2CCN(S(=O)(=O)c3ccc4[nH]c(=O)c(=O)[nH]c4c3)CC2C)c1 (stereo unspecified),.,5,5,.,0,10,-4,3,.
COCC(C)NCc1cccc(C)c1 (stereo unspecified),1.2,-11,11,0.49,5,-10,-4,10,-5
O=C(NCc1ccccn1)c1cc2ccccc2oc1=O,1.5,5,-12,1.3,5,0,-4,-1,4
Cc1ccc(C2=Nc3ccccc3N=C(c3ccco3)C2)c(O)c1,.,.,10,1.2,.,20,-17,0,-2
c1ccc(OCc2nn3c(-c4cccnc4)nnc3s2)cc1,1,5,.,1.2,7,.,.,.,.
CN1C(=O)N(C)C2C1NC(=O)N2C (stereo unspecified),1,1,3,-0.9,5,6,0,-25,22
CSc1ccc(S(=O)(=O)NCc2ccccc2Cl)cc1,1.5,3,10,-0.86,5,-37,-4,6,12
CC(=O)NCc1nc2ccccc2n1C(C)C,1.2,-7,-25,-0.84,3,-1,-7,3,-11
O=C(NC1=NCCS1)C1Cc2ccccc2CN1C(=O)c1ccccc1 (stereo unspecified),1.4,3,-2,-1.1,10,-20,-10,-2,-2
CCN1C(=O)CC(N2CCN(c3ccc(C(=O)c4ccccc4)cc3)CC2)C1=O (stereo unspecified),1.7,-8,8,1,-2,-30,-11,13,4
CCOc1ccc2nnnn2n1,1.3,2[fluorescence artefact?],0,-0.041,4,-16,-5,-13,-25
O=C1c2ccccc2N2C(=O)c3ccccc3C2N1O (stereo unspecified),1.3,14,-6,0.71,4,16,-22,8,-6
Cc1cc(C2C(C#N)=C(N)OC3=C2C(=O)CC(C)(C)C3)c(C)s1 (stereo unspecified),1,-11,4,-1.2,4,-6,-7,9,15
N=C1C(c2nc3ccccc3s2)=C(O)CN1CCCO,1.3,2,-8,-0.5,12,12,-35,4,14
Cc1cc(NC(=O)CCSc2nc(-c3ccco3)cc(C(F)(F)F)n2)no1,.,8,-5,-1.7,5,15,-12,-4,-11
O=C1NC2(CCCCC2)N=C1c1ccc(Br)cc1,1.1,17,7,-0.028,1,7,-7,-3,21
Cc1cccc(OCCn2nc(C(=O)O)c3ccccc3c2=O)c1,1,13,7,0.26,7,0,2,4,-8
COCn1c(-c2ccccc2)nc2ccccc21,1.2,2,-3,0.6,8,-2,-30,1,-22
C=CCSC1=N/C(=C\c2sccc2C)C(=O)S1,.,.,8,1.1,.,13,-13,1,2
Cn1c(SCc2nc3ccccc3s2)nnc1-c1cccs1,1.3,1,.,0.1,0,.,.,.,.
Cc1noc(C)c1S(=O)(=O)N1CCN(Cc2ccc3c(c2)OCO3)CC1,1.1,11,4,-0.023,-1,8,-12,18,-10
CC1CCN(C(=O)CSc2nnc(CN3CCOCC3)n2-c2ccccc2)CC1,0.9,-1,-8,-1.4,-6,15,20,2,-7
O=S(=O)(Nc1ccc(N2CCOCC2)nn1)c1ccccc1,1.1,-4,.,-0.044,7,.,.,.,.
O=C(Nc1nc2nc(-c3ccccc3)cc(=O)n2[nH]1)c1ccccc1,1.1,-3,2,1.5,10,7,-1,-18,-8
Cc1ccc(S(=O)(=O)Nc2cc(C(=O)O)ccc2N2CCCCC2)cc1,1.3,-7,4,0.67,8,-25,12,35,-7
CCC(=O)N1C(C(=O)O)CSC1c1ccc(OC)cc1 (stereo unspecified),1,5,-6,-0.66,-8,-133,-2,8,-8
CCC(=O)N(Cc1cc2c(C)ccc(C)c2[nH]c1=O)C1CCCCC1,1,10,3,-0.48,10,-100,1,9,-4
O=C(COc1ccc(Cl)cc1)Nc1ccc(C(=O)NCc2cccnc2)cc1,.,.,-4,-1.4,.,8,1,-1,20
